Bioassay records deposited in PubChem BioAssay by several laboratories.
IDE act: human IDE activators in live cells, primary screen, fluorescence polarization, HEK cells, FAbeta-B substrate; activation, % at 5.96 µM; actives 0.073% (n = 340,000); FAbeta-B cleavage; 0% vehicle, 100% cell-free pure enzyme wells;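 active = activation above the mean of all tested compounds plus 3 SD, set per screening campaign, cut at about 17% in these data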
IDE cell inh: human IDE inhibitors in live cells, primary screen, fluorescence polarization, HEK cells, FAbetaB substrate; Insulin-degrading enzyme (Homo sapiens), P14735; FAbetaB cleavage; inhibition, % at 5.59 µM; actives 0.41% (n = 320,000);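 active = percent inhibition above the average of all tested compounds plus 3 SD, set per screening campaign, cut at about 16% in these data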;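 note: IDE supplied by intact live HEK cells; FP after avidin binding of uncleaved biotin substrate so inhibition keeps polarization high; 0% = DMSO wells and 100% = 60 µM reference IDE inhibitor Ii1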
p-CIP stab down: p/CIP-EGFP fusion destabilizers, primary screen, fluorescence, F442A cells. Q05BA5. 16 h. decrease of EGFP signal, % at 10 µM. actives 0.01% (n = 290,000). AID 1984, 2009;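 active = EGFP signal decrease of at least 30% at 10 µM or well 3 SD below plate mean, unless failing retest; inactive = the rest, including hits failing retest or dose response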; note: some compounds called inactive have numbers as strong as hits; many of its hits are not listed in these tables
PfM18AAP inh: PfM18AAP inhibitors, malaria aminopeptidase, primary screen, biochemical, QFRET, recombinant enzyme; M18 aspartyl aminopeptidase (Plasmodium falciparum 3D7); inhibition, % at 7.35 µM; AID 1822, 2009; actives 1.2% (n = 290,000); H-Glu-NHMec fluorogenic cleavage;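 active = inhibition above the campaign mean inhibition over all tested compounds plus 3 SD, cut at about 28% in these data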;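 note: 0% = plate median of test compound wells and 100% = 2 mM ZnCl2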
PHOSPHO1 block: PubChem AID 1565; Phosphoethanolamine/phosphocholine phosphatase (Homo sapiens), Q8TCT1; recombinant PHOSPHO1, absorbance phosphatase assay; inhibition, % at 13.3 µM; actives 1.1% (n = 290,000); in the data active = inhibition above about 60%
Target sequence (Q8TCT1 whole entry, looked up): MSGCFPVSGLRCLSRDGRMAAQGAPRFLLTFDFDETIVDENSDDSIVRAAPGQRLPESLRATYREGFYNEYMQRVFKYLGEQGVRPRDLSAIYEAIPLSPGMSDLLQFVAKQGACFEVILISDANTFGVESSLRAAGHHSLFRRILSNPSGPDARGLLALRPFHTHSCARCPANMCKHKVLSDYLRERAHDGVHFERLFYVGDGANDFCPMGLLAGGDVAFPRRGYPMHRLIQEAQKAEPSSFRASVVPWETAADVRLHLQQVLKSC
GPR7 antag: GPR7 receptor antagonists, primary screen, cell-based, fluorescence, single concentration | Neuropeptides B/W receptor type 1 (Homo sapiens), P48145 | GPR7-expressing cells, fluorescence antagonist assay | inhibition, % at 4.4 µM | actives 1.1% (n = 290,000) | AID 1861, 2009; in the data active = inhibition above about 16%, passing the limit was not always enough;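 note: cells stimulated with the agonist NPW; 0% = agonist with vehicle and 100% = vehicle without agonist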
Target sequence (P48145 whole entry, looked up): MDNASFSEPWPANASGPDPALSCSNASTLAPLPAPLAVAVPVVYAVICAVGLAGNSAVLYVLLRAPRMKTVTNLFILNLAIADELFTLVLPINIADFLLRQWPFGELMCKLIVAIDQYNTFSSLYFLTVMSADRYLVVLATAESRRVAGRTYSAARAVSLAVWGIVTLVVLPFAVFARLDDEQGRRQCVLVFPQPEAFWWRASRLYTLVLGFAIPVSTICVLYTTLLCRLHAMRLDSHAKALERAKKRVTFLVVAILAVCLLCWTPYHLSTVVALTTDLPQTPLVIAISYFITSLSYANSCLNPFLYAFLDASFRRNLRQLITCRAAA
NALP1 yeast inh: NALP1 inflammasome inhibitors in reconstituted yeast, colorimetric, S. cerevisiae, triplicate retest; S. cerevisiae NALP1/ASC/caspase-1 growth, X-gal OD620, 72 h; inhibition, % at 10 µM; actives 0.61% (n = 280,000); AID 2071, 2009; in the data active = inhibition mostly above about 24%, no sharp cut-off; inactive = mostly below about 32%; note: some compounds called inactive have numbers as strong as hits
IMP-1 inhibitor: IMP-1 metallo-beta-lactamase inhibitors, primary screen, biochemical, epi-absorbance readout, Pseudomonas aeruginosa enzyme | purified IMP-1, nitrocefin hydrolysis, epi-absorbance fluorescence | inhibition, % at 5.6 µM | AID 1556, 2009 | metallo-beta-lactamase IMP-1 (Pseudomonas aeruginosa) | actives 0.45% (n = 290,000);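 active = inhibition above the mean plus 3 SD of all compounds in the same screening run, cut at about 4.5% in these data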;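 note: 0% = IMP-1 with DMSO and 100% = DMSO wells lacking enzyme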
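system = purified recombinant IMP-1 beta-lactamase | amount = 0.2 nM IMP-1, as dispensed | medium = HEPES buffer pH 7.1 with ZnSO4 and Brij 35 | times = 25 °C, 15 min preincubation, 25 min reaction | detection = plate fluorescence quenching by hydrolysis product, ex 480/em 530 nm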
VIM-2 inhibitor: VIM-2 metallo-beta-lactamase inhibitors, primary screen, biochemical, epi-absorbance readout, Pseudomonas aeruginosa enzyme | AID 1527, 2009 | inhibition, % at 5.6 µM | actives 0.89% (n = 290,000) | purified VIM-2, nitrocefin hydrolysis, epi-absorbance fluorescence;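 active = inhibition above the mean of all tested compounds plus 3 SD, cutoff set per screening run, cut at about 7.5% in these data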;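 note: red hydrolysis product quenches plate fluorescence so inhibitors raise well fluorescence; 0% = enzyme with DMSO and 100% = DMSO without enzyme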
An asterisk follows results filed as active; x = not tested or not shown.

IDE act	IDE cell inh	p-CIP stab down	PfM18AAP inh	PHOSPHO1 block	GPR7 antag	NALP1 yeast inh	IMP-1 inhibitor	VIM-2 inhibitor	SMILES
7	3	-2	4	3	-9	-14	-3.1	-1.9	Cc1oc(-c2ccc(Cl)cc2)nc1CS(=O)CC(=O)NCCN1CCCC1 (stereo not drawn)
6	-3	-10	0	-34	5	13	-2.6	-2.3	CC(CN1CCNCC1)(NS(=O)(=O)c1ccccc1)c1ccccc1 (stereo not drawn)
2	5	1	12	-29	-6	4	-3.9	-6.2	Cc1ccc(/C=N/Nc2ncc(Cl)cc2Cl)s1
4	-8	-5	3	26	7	-8	0.9	-3.0	Cc1nc2ccc(S(=O)(=O)NCC(=O)Nc3ccc(F)cc3)cc2s1
1	-6	3	2	18	-4	5	-1.1	-1.0	CCN(CC)CC(=O)NN=C(c1ccccc1)c1ccccc1
-1	1	-7	-7	3	-3	0	-0.2	2.0	CCn1nc(C)c(CNC(=O)CC2C(=O)NCCN2Cc2ccc(C)o2)c1C (stereo not drawn)
3	-1	9	9	28	-4	32	-6.8	-3.3	CCNc1nc(NCC)nc(N/N=C/c2ccc([N+](=O)[O-])o2)n1
0	-4	-11	-19	6	-14	7	-4.2	-1.9	COc1ccc(C2=NO[C@@H]3C(=O)N(C4CCCCC4)C(=O)[C@H]23)cc1OC
5	-1	3	-1	-5	6	38	-1.3	-2.4	COc1ccc(CC2(C)OC(c3ccc(Cl)cc3)=NN2C(C)=O)cc1 (stereo not drawn)
4	-1	-6	8	-7	1	6	-0.3	-0.6	COc1cccc(-c2nc(Cc3ccc(OC)c(OC)c3)no2)c1
4	0	-7	0	-1	2	15	-4.9	-1.0	CCOC(=O)c1ccc(COC(=O)c2ccc3c(c2)-c2ccccc2C3=O)cc1
2	-4	1	1	33	-19	7	-0.6	-2.8	Cc1ccc(N(C)S(=O)(=O)c2ccc(-c3ccc(=O)[nH]n3)s2)cc1C
3	6	-18	2	-10	7	13	-0.6	0.3	Oc1ccc(Br)cc1/C=N/N1CCCCC1
3	6	-11	-12	26	8	-2	3.2	-3.2	CCNC(=S)N/N=C/c1ccc(OCC(=O)Nc2ccc(C)cc2)cc1
1	1	5	-2	-14	-8	37	-2.5	-0.4	CC(C)(C)NC(=O)NC(=O)COC(=O)c1ccc(OC(F)F)cc1
7	-1	-3	-7	36	12	19	-3.1	-3.4	COc1ccc(-n2nc(C(=O)NCC(=O)N3CCN(c4cccc(Cl)c4)CC3)c3ccccc3c2=O)c(OC)c1
4	6	-4	0	-19	-5	34*	0.0	-3.2	CC1CCN(C(=O)COC(=O)c2ccc(Br)o2)CC1
-3	-2	1	2	13	7	19	-1.2	-0.4	CCC1(c2ccccc2)C(=O)NCNC1=O
1	9	1	-7	9	-2	13	-1.6	-0.3	COc1ccccc1CN1C(=O)c2cccc3cccc(c23)C1=O
1	-1	-15	10	-8	-5	-4	-1.3	-2.4	O=C(CNS(=O)(=O)c1ccc(C(=O)N2CCOCC2)cc1)N1CCOCC1
5	-1	4	1	5	-1	21	-3.5	-1.7	Cc1nn(CCCC(=O)Nc2cccnc2Cl)c(C)c1[N+](=O)[O-]
-2	0	-15	-3	8	-13	x	-0.8	-2.2	COc1ccc(Nc2nc3ccccc3nc2NS(=O)(=O)c2cccs2)c(OC)c1
-2	-4	2	-2	56	-19	x	-2.1	-2.3	CCn1c(SCC(=O)Nc2ccc(C)cc2)nc(O)cc1=O
x	-3	-12	5	25	-8	0	-1.1	-4.8	C/C(CC(=O)Nc1cccc(C(F)(F)F)c1)=N/NC(=O)C(=O)NCCO
5	4	1	10	26	2	32	-0.1	-0.2	CC(C)Sc1nc(N2CCOCC2)c2c(c1C#N)CC(C)(C)N(C)C2

Entries shown so far with bromine, in the order listed:
IDE act	IDE cell inh	p-CIP stab down	PfM18AAP inh	PHOSPHO1 block	GPR7 antag	NALP1 yeast inh	IMP-1 inhibitor	VIM-2 inhibitor	SMILES
3	6	-18	2	-10	7	13	-0.6	0.3	Oc1ccc(Br)cc1/C=N/N1CCCCC1
4	6	-4	0	-19	-5	34*	0.0	-3.2	CC1CCN(C(=O)COC(=O)c2ccc(Br)o2)CC1

2 compounds picked at random from those above:
IDE act	IDE cell inh	p-CIP stab down	PfM18AAP inh	PHOSPHO1 block	GPR7 antag	NALP1 yeast inh	IMP-1 inhibitor	VIM-2 inhibitor	SMILES
-3	-2	1	2	13	7	19	-1.2	-0.4	CCC1(c2ccccc2)C(=O)NCNC1=O
4	-8	-5	3	26	7	-8	0.9	-3.0	Cc1nc2ccc(S(=O)(=O)NCC(=O)Nc3ccc(F)cc3)cc2s1

The list continues:
IDE act	IDE cell inh	p-CIP stab down	PfM18AAP inh	PHOSPHO1 block	GPR7 antag	NALP1 yeast inh	IMP-1 inhibitor	VIM-2 inhibitor	SMILES
4	-4	-12	4	36	-14	37*	-2.4	-4.0	O=C(CCc1nc(-c2ccccc2)c(-c2ccccc2)o1)OCc1ccc(Cl)cc1
4	0	8	-2	18	13	18	0.7	0.7	Cc1cccc(-n2ncc3c2CCCC3NC(=O)CN2CCCC2=O)c1C (stereo not drawn)
x	2	4	-4	33	-19	-1	-0.9	-1.3	CC(C)(C)c1ccc(/C=N/N2CCN(c3ccccn3)CC2)cc1
-2	-6	2	-5	17	-10	3	-2.3	-4.5	Cc1ccc(S(=O)(=O)N(CC(=O)N=Nc2c(O)[nH]c3ccccc23)c2cccc(C)c2)cc1
3	8	-24	-5	28	0	-2	-4.0	-2.9	C=CCOC(=O)C1=C(C)OC(N)=C(C#N)C1c1ccc(F)cc1 (stereo not drawn)
7	1	-7	2	34	-3	6	-3.0	-1.8	CS(=O)(=O)c1ccccc1C(=O)Nc1ccc2sccc2c1
-3	3	29	-7	26	-4	21	-0.9	2.1	COc1ccc(CNS(=O)(=O)c2cc(OCC(N)=O)c(C)cc2Cl)cc1
-4	1	17	18	-16	-2	5	-0.9	-1.4	COc1ccc(CC(=O)c2c(O)cc(O)cc2O)cc1OC
-5	3	4	0	23	-7	0	-3.2	-1.9	O=C1CCCN1CCCNC(=S)Nc1ccc(Nc2ccccc2)cc1
0	5	4	-1	-24	-21	-2	-1.9	-2.4	CCCN1C2CCCC1CC(NC(=S)Nc1cccc(C)c1)C2 (stereo not drawn)
3	4	-7	-12	-15	3	23	-1.7	-0.7	Cc1ccc(NC(=O)c2ccccc2[N+](=O)[O-])nc1
0	4	6	-4	-28	0	22	-2.5	1.4	O=[N+]([O-])c1ccccc1S(=O)(=O)N1CCN(c2ccccn2)CC1
0	2	5	0	28	20	10	0.7	-0.2	CN(Cc1ccccc1)c1oc(-c2ccco2)nc1C#N
7	-3	-2	2	-10	-5	20	-5.2	-4.1	CC1(C)N(O)CC(c2cccs2)=[N+]1[O-]
1	-1	-13	-7	-10	24*	2	2.0	-0.7	c1ccc(-n2ncc3c(NCc4ccco4)ncnc32)cc1
-3	-1	-11	-5	6	-10	0	-3.0	0.3	Cc1ccc(-c2cc(C)nc3ncnn23)cc1
6	-1	-3	4	-31	-11	-4	-6.9	-2.1	COc1ccccc1-n1c(C)nc(=O)c(-c2ccccc2)c1C
5	-1	-2	-15	14	2	-3	-0.8	1.3	O=C(CN1CCCN(Cc2ccc(F)cc2)S1(=O)=O)NC1CCCC1
x	9	-10	43*	-48	-17	-7	-3.3	-1.1	C=CCn1c(-c2sc3nc(C)cc(C)c3c2N)n[nH]c1=S
2	1	-9	-11	4	-1	21	-1.6	-2.0	Cc1cccc(N2CN(Cc3cccnc3)CNC2=S)c1C
0	6	-20	12	28	-8	39*	-2.2	-2.3	OCC1(CC2CCCCO2)CCN(C/C=C/c2ccccc2)CC1 (stereo not drawn)
6	2	-7	2	40	-8	3	-5.2	-2.1	O=C(NC1CCN(CC(=O)N(c2ccccc2)c2ccccc2)CC1)c1ccc([N+](=O)[O-])cc1
-3	-2	-13	2	-9	-15	4	-3.3	-1.8	Cc1cccc(OCC(=O)Nc2ccc(C(=O)NCC(C)C)cc2)c1
2	6	-7	19	-23	-10	-17	-2.5	-1.4	O=C(O)c1ccc(-n2c(-c3cc(-c4ccco4)[nH]n3)n[nH]c2=S)cc1
0	-4	-9	-6	23	-1	0	-3.8	-3.5	CC(C)c1ccccc1NC(=S)NN(Cc1ccccc1)c1ccccc1
4	0	-7	3	38	7	0	-4.2	-3.9	CC(C)C(=O)Nc1nc(-c2ccc([N+](=O)[O-])cc2)cs1
-4	1	0	-1	36	-2	33	-6.3	0.8	CC1CC(C)CN(CCCNC(=O)c2ccc3nc(N4CCCCC4)sc3c2)C1 (stereo not drawn)
-2	4	-3	-1	28	2	x	1.7	27*	CCN(CC)CCCNC(=O)C1CCN(c2ncnc3c2sc2cccc(F)c23)CC1
5	-1	1	-2	33	-10	12	-3.0	-2.5	O=C(COc1ccccc1Br)Nc1ccccc1C(F)(F)F
6	3	-5	-1	-53	-10	9	-4.9	-5.2	COc1ccccc1N1CCN(C(=O)C(C)N(c2ccc(C)cc2)S(C)(=O)=O)CC1 (stereo not drawn)
x	-4	-4	x	-9	x	-13	x	x	Cc1nc2c(c(=O)n1CCC(C)C)c1nc3ccccc3nc1n2Cc1ccc2c(c1)OCO2

Single values from the entries so far:
Entry of CC1CC(C)CN(CCCNC(=O)c2ccc3nc(N4CCCCC4)sc3c2)C1 (stereo not drawn) in IDE act: -4
Entry of O=C(COc1ccccc1Br)Nc1ccccc1C(F)(F)F in IDE cell inh: -1
Entry of COc1ccccc1N1CCN(C(=O)C(C)N(c2ccc(C)cc2)S(C)(=O)=O)CC1 (stereo not drawn) in VIM-2 inhibitor: -5.2
